aSyn yeast rescue = alpha-synuclein toxicity suppression in yeast. Potency, µM (highest dose often 46.1 µM), without a hit: top-dose growth rescue (activation), usual class: activators. 94,000 compounds, 0.02% hits. S. cerevisiae alpha-synuclein toxicity rescue, BacTiter-Glo growth, 24 h. AID 1347070; active = well fitted activation curve with a large enough effect; inconclusive = small, poorly fitted or top-dose-only effect; note: 0% is about no effect
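Growth restoration measured by BacTiter-Glo luminescence after 24 hr at 30 deg C; alpha-synuclein yeast, raffinose-pregrown to mid-log, were added at OD600=0.02 in galactose medium onto pinned compounds.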
* marks the source's active call; other numbers are inactive results; ? = inconclusive; & = joins results of further samples; [ ] = another dose, or the depositor's remark. Potency is the fitted concentration of half-maximal effect. Not all compounds are listed; the hit share may differ from the screen's.

SMILES | aSyn yeast rescue
OCCC1CN(Cc2nc(-c3ccccc3)cs2)CCN1C1CCCC1 (configuration not stated) | 1%
CCOC(=O)c1c(C)[nH]c(C)c1S(=O)(=O)N1CCC(C(=O)NCc2cccc(C)c2)CC1 | 1%
CC1=CC(C)(C)N(C(=O)CNC2CCCCC2)c2cc(C)ccc21 | -13%
COc1ccc2c(c1)Cc1cc(NC(=O)c3ccccc3-c3ccccc3C(=O)O)ccc1-2 | -1%
COc1ccc(C2CC(=O)N(CC(=O)Nc3ccc(C(F)(F)F)cc3)c3ccccc3S2)cc1 (configuration not stated) | 6%
CC1CCN(S(=O)(=O)c2ccc3c(c2)C(Cl)(Cl)C(=O)N3)CC1 | 5%
CCCc1cc(=O)[nH]c(Nc2cc(Cl)cc(Cl)c2)n1 | 0%
CC(C)C(NC(=S)Nc1ccccc1)C(=O)O (configuration not stated) | 0%
Cc1ccc(-n2ccnc(SCC(=O)NC3CCCC3)c2=O)cc1F | 10%
Cc1c(CCNS(=O)(=O)c2ccccc2)sc2nc(-c3ccc(Cl)cc3)nn12 | -8%
COc1ccccc1N(C(=O)c1snc(C(N)=O)c1N)C(C(=O)NCc1ccccc1)c1ccc(O)cc1 (configuration not stated) | -5%
CC(OC(=O)C1=COCCO1)C(=O)NC1CCCC(C)C1C (configuration not stated) | -7%
Cc1ccc(OCc2nnc(SC(C)C(=O)O)n2Cc2ccccc2)cc1 (configuration not stated) | -2%
COC(=O)c1scc(-c2ccc(C)cc2)c1S(=O)(=O)Nc1ccc(NC(C)=O)cc1 | -11%
COc1ccc(CNC(=O)CSc2nnc(NC(=O)C3CC3)s2)cc1 | -12%
COC(=O)C(C)Sc1nc2c([nH]c3ccccc32)c(=O)n1-c1ccc(OC)cc1 (configuration not stated) | -3%
O=C(NCc1ccccc1Cl)C1CCN(S(=O)(=O)c2ccc3c(c2)CCCN3C(=O)C2CCC2)CC1 | 5%
O=C(Nc1cc(F)ccc1F)C1COc2ccccc2C1 (configuration not stated) | -11%
CCOc1ccc(CCNC(=O)CSc2cc(=O)n(C)c3cc(Cl)ccc23)cc1OCC | -10%&5%
CCOC(=O)c1ccccc1NC1c2ccccc2C(=O)N1c1cc(C)ccn1 (configuration not stated) | -3%
O=C(NCc1cccnc1)c1ccc(Br)o1 | -5%
C[C@H](CO)N1C[C@H](C)[C@H](CN(C)S(=O)(=O)c2ccccc2)OCc2cnnn2CCCC1=O | 1%
C[C@H](NC(=O)c1ncn2c1C(=O)N[C@@H](C)C2)C(=O)OC(C)(C)C | -9%
CCOc1ccc(S(=O)(=O)N2CCC(C(=O)NCc3cccnc3)CC2)cc1C | -4%
COc1ccc(Cn2c(C(=O)O)c(CNCc3ccccc3F)c3ccc(OC)cc32)cc1 | 3%
O=C(COc1ccccc1)N(Cc1nnc(-c2ccccc2Cl)o1)C1CC1 | 1%
Cc1ccc(NC(=O)Cn2cc(S(=O)(=O)Cc3ccc(F)cc3)c3ccccc32)cc1Cl | -9%
COc1ccc(NC(=O)CSc2nnc(C)n2C2CCCCC2)cc1 | 8%
COC(=O)c1ccc(NC(=O)c2cnn(-c3ccc(Cl)cc3)c2C2CCN(C(=O)OC(C)(C)C)CC2)cc1 | 11%
CCc1nnc(NS(=O)(=O)c2ccc(Nc3ccc([N+](=O)[O-])c4nonc34)cc2)s1 | -14%
CC(=O)N1CCOc2cc(S(=O)(=O)N(C)Cc3ccccc3)c(Cl)cc21 | 6%
CCn1c(=O)c2cc(C(=O)NCc3ccc(F)cc3Cl)sc2c2ccccc21 | -5%
CCOc1ccc(NC(=O)CN(C)C(=O)c2cc(C)on2)cc1OCC | 4%
O=C(COc1coc(CN2CCCc3ccccc32)cc1=O)Nc1ccc([N+](=O)[O-])cc1 | 7%
O=C(Nc1ccc(Cl)cc1)c1cc(S(=O)(=O)N2CCCc3ccccc32)ccc1F | 4%
CC(C)(C)N1CC(C(=O)Nc2ccc(S(=O)(=O)N3CCCCC3)cc2)CC1=O (configuration not stated) | 3%
Cc1ccc2nc(-c3ccc(NC(=S)NC4CC(C)(C)NC(C)(C)C4)cc3)sc2c1 | 2%
COc1ccc(NC(=O)c2ccco2)cc1NC(=O)c1cccc(F)c1 | 12%
O=C(Nc1ccccn1)C1CCN(C(=O)c2ccc(Cl)cc2)CC1 | 4%
O=C(Nc1ccc(N2CCN(C(=O)c3cccs3)CC2)cc1)c1cccc(F)c1 | -3%
CN1CCN(C(=O)c2cnn(-c3cccc(F)c3)c2C2CCN(C(=O)OC(C)(C)C)CC2)CC1 | -4%
Cc1oc(-c2ccc(C(=O)NCc3ccc(F)cc3)cc2)nc1CS(=O)c1ccccc1 (configuration not stated) | 9%
Cn1c(SCC(=O)N2CCCC2)nc2cccnc21 | 8%
CCCN1CCCc2cc(CN(CCCN3CCOCC3)C(=O)Nc3ccc(OCC)cc3)ccc21 | 0%
COc1cccc(C2c3c(oc4ccc(C)cc4c3=O)C(=O)N2CCCN2CCOCC2)c1OC (configuration not stated) | 14%

5 structures from above, sorted by heavy-atom count, smallest number first:
SMILES | aSyn yeast rescue
O=C(NCc1cccnc1)c1ccc(Br)o1 | -5%
CCCc1cc(=O)[nH]c(Nc2cc(Cl)cc(Cl)c2)n1 | 0%
CC1=CC(C)(C)N(C(=O)CNC2CCCCC2)c2cc(C)ccc21 | -13%
O=C(Nc1ccc(Cl)cc1)c1cc(S(=O)(=O)N2CCCc3ccccc32)ccc1F | 4%
CCOc1ccc(CCNC(=O)CSc2cc(=O)n(C)c3cc(Cl)ccc23)cc1OCC | -10%&5%

Next records follow.
SMILES | aSyn yeast rescue
O=C(Nc1ccc(Cc2nc3ccccc3s2)cc1)c1ccncc1 | 14%
C[C@H]1CN([C@@H](C)CO)C(=O)CCCn2cc(nn2)CO[C@@H]1CN(C)C(=O)CCC(F)(F)F | 5%
COc1ccccc1OCCn1c(=O)n(C)c2ccccc21 | 3%
COc1ccc(C(=O)CC2(O)C(=O)Nc3c(C)cccc32)c(OC)c1OC (configuration not stated) | 5%
Cc1ccc(NC(=O)C2CCCN(c3ncccn3)C2)cc1C (configuration not stated) | -5%
C[C@H](NC(=O)c1ccccc1Cl)C(=O)OCC(=O)NNC(=O)c1cccs1 | -8%
COc1ccc(NC(=O)c2oc3ccccc3c2NC(=O)COc2ccc(C(C)C)cc2)c(OC)c1 | -1%
O=C(Cc1csc(N2CCOCC2)n1)N/N=C/c1ccccc1C(=O)O | 15%
N#Cc1ccccc1CSc1nnc(-c2ccc(Br)cc2)o1 | -7%
Cc1ccc2c(c1)-c1nc(-c3ccc4c(c3)NC(=O)CO4)cc(-c3ccc(Cl)cc3)c1CO2 | 0%
CC(C(=O)OCC(=O)c1ccc([N+](=O)[O-])cc1)N1C(=O)C2C3C=CC(C3)C2C1=O (configuration not stated) | -5%
CC(C)COP(=O)(OCC(C)C)C(O)c1ccc(N(C)C)cc1 (configuration not stated) | 7%
Cc1noc(C)c1C(=O)N1CCCC(C(=O)c2ccc(Cl)cc2)C1 (configuration not stated) | -49%[inhibitor]
CCc1cccc(NC(=S)N2CCC(c3ccccc3)C2)c1 (configuration not stated) | 7%
Cc1cc(NC(=O)CSc2nnc(-c3c[nH]c4ccccc34)n2-c2ccc(F)cc2)no1 | -7%

Part of the list above, as labelled records.
> O=C(NCc1cccnc1)c1ccc(Br)o1
  aSyn yeast rescue = -5%

> C[C@H](CO)N1C[C@H](C)[C@H](CN(C)S(=O)(=O)c2ccccc2)OCc2cnnn2CCCC1=O
  aSyn yeast rescue = 1%

> C[C@H](NC(=O)c1ncn2c1C(=O)N[C@@H](C)C2)C(=O)OC(C)(C)C
  aSyn yeast rescue = -9%

> CCOc1ccc(S(=O)(=O)N2CCC(C(=O)NCc3cccnc3)CC2)cc1C
  aSyn yeast rescue = -4%

Next records
SMILES | aSyn yeast rescue
COc1ccc(CNC(=O)CN(c2ccc(C)cc2)S(=O)(=O)c2c(C)n[nH]c2C)cc1 | 3%
CCOc1ccc(C2C(C(N)=O)=C(C)Nc3nc(SCc4ccccc4F)nn32)cc1 (configuration not stated) | -3%
O=C(CNc1ccc(F)cc1F)NC(=O)NCc1ccco1 | -12%
O=C(c1sc2cc(F)ccc2c1Cl)N1CCN(c2ccccc2)CC1 | 2%
CCC(C(=O)OC)n1cnc2c(nnn2-c2cccc(Cl)c2)c1=O (configuration not stated) | -3%
C[C@@H]1CN([C@H](C)CO)C(=O)CCCn2cc(nn2)CO[C@H]1CN(C)C(=O)c1cc(-c2ccccc2)on1 | 6%
COc1ccccc1N1C(=O)C2C(c3ccccc3F)NN(C(=O)c3ccc(C)cc3)C2C1=O (configuration not stated) | 12%
O=C(CSC1=NS(=O)(=O)c2cc(F)ccc2N1)Nc1cccc(F)c1 | 8%
CC(C)CCNc1nc2c(S(=O)(=O)c3ccc(Br)cc3)nnn2c2ccsc12 | 1%
O=[N+]([O-])c1cccc(-c2cn3ccccc3n2)c1 | -7%
CCN1CCSc2ccc(C(=O)NCc3ccc(OC)cc3)cc21 | ?
CC(=O)Nc1ccc2c(c1)OCCOCCOc1cc(NC(C)=O)ccc1OCCO2 | -5%
COc1ccc(S(=O)(=O)NCC(c2cccnc2)N2CCN(C)CC2)cc1C (configuration not stated) | -2%
CCN1CCN(CCCNC(=O)Cn2c(-c3cccs3)cc3cc(F)ccc32)CC1 | 1%
COc1ccc(CCC(=O)NNC(=O)c2ccc(F)cc2)cc1 | 7%
COc1ccc(N2C(=O)CSC(c3ccccc3)C2=O)cc1 (configuration not stated) | -7%
CCCc1nnc(SCC(=O)NC2CCCC2)n1CCOC | -1%
CCOc1ccccc1NS(=O)(=O)c1ccc2[nH]c3c(c2c1)CCCCC3 | -3%
COc1cccc(CN(C)C(=O)CSCC(=O)Nc2cc(C)on2)c1OC | -3%
N#Cc1nc(-c2ccc(COc3ccc(Cl)cc3)o2)oc1N1CCN(c2ccccc2)CC1 | 0%
O=C(CSc1nc2c([nH]c3ccccc32)c(=O)n1-c1ccccc1)Nc1ccc(Cl)c(Cl)c1 | -6%
Cc1ccc(-n2cc(C(=O)OCc3ccc(Cl)cc3)c3ccccc3c2=O)cc1 | 5%
C[C@H](CO)N1C[C@H](C)[C@H](CN(C)S(=O)(=O)c2cccc(C#N)c2)OCc2cnnn2CCCC1=O | 7%
CCOC(=O)c1ccc(NC(=O)CN(Cc2ccc(C)cc2)S(=O)(=O)c2ccc(C)cc2)cc1 | 7%
Cc1cccc(NC(=O)c2ccc(C(=O)Nc3cccc(C)c3C)cc2)c1C | 0%
CC1CCCCC12NC(=O)N(CC(=O)Nc1cccnc1)C2=O (configuration not stated) | 8%
CC(=O)Nc1cccc(OCCCOc2ccc([N+](=O)[O-])cc2)c1 | 9%
Cc1ccc(CN2CCN(C3CCN(C(=O)c4ccccc4)CC3)C(=O)C2=O)cc1 | 5%
CCN(Cc1ccccc1)S(=O)(=O)c1ccc(F)c(C(=O)Nc2ccc(C(C)C)cc2)c1 | -1%
COc1cc(NC(=O)C(Cc2ccccc2)NS(=O)(=O)c2cccc3nsnc23)cc(OC)c1 (configuration not stated) | 8%
COc1ccccc1N(C(=O)c1snc(C(N)=O)c1N)C(C(=O)NCc1ccccc1)c1ccc(C)o1 (configuration not stated) | 2%
Cc1cccc(CCNC(=O)Cn2ncc3c(=O)oc4ccccc4c32)c1 | -5%
O=C(O)c1ccc(COc2ccc([N+](=O)[O-])cc2Cl)cc1 | 10%
COCCNC(=O)c1c(NC(=O)Cc2coc3cc(C)ccc23)sc2c1CCCC2 | ?
O=C(Nc1cccc2cccnc12)c1cccc2ccccc12 | 2%
Cc1nc(C)c(C(=O)O)c(-c2cccs2)c1C(=O)O | -1%
Cc1cccc(-c2noc(-c3ccc(N4CCN(C)CC4)c([N+](=O)[O-])c3)n2)c1 | -3%
O=C(/C=C/c1cccnc1)c1cccc(O)c1 | -6%
O=C(CNC(=O)c1ccc2c(c1)OCO2)N/N=C(Br)/C=C/c1ccccc1 | -3%
O=C(NCc1ccco1)c1cccc2c1C(=O)c1ccc(N3CCC(N4CCCCC4)CC3)cc1S2(=O)=O | 3%
Cc1cc(C)nc(SCC(=O)N(C)CC(=O)Nc2ccccc2Br)n1 | -1%
COc1cc(NS(=O)(=O)c2ccc(-c3cc(C)no3)cc2)cc(OC)c1 | ?
Cc1ccc(NC(=O)CN(C)S(=O)(=O)c2ccc3c(c2)n(C)c(=O)c(=O)n3C)cc1C | 3%
NC(=O)CSc1cn(CCNC(=O)c2cccs2)c2ccccc12 | -1%
O=S(=O)(c1ccc(-c2ccon2)s1)N1CCN(c2ccccn2)CC1 | 13%
O=C(NC1CC1)c1sc2ccccc2c1Cl | 10%
CC1CCN(S(=O)(=O)c2ccc3nc(-c4cccnc4)cc(C(=O)NCCCOC(C)C)c3c2)CC1 | 1%
COc1ccc(OCC(=O)NC2CC(=O)N(c3ccc4c(c3)OCCO4)C2)cc1 (configuration not stated) | 9%
N#Cc1ccccc1NC(=O)c1cc2c(=O)n3ccccc3nc2s1 | -17%
O=C(Nc1cccc(Br)c1)Nc1nc2c(s1)CCCCCC2 | -13%
CC1(C)COC2(OC1)C(=O)N(CN1CCOCC1)c1ccccc12 | 14%
COC(=O)C[C@@H]1C[C@@H]2c3cc(NC(=O)Cc4ccncc4)ccc3O[C@@H]2[C@@H](CO)O1 | 2%
CC(=O)Nc1ccc(S(=O)(=O)NCCc2ccc3c(c2)OCCO3)cc1 | 8%

From PubChem
